Source: PubChem (several laboratories)
HT1080_cytotoxicity: cytotoxicity in HT1080 fibrosarcoma cells, cell-based, fluorescence readout (AID 620); HT1080 viability, fluorescence; higher % means a stronger effect; one-dose cytotoxicity, % at 10 µM; EC50 in µM for titrated hits; 0.42% of 87,000 active;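 further: cells exposed to compound overnight then 4 h with Alamar Blue; 0% = vehicle DMSO and 100% = killing control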
Bfl-1_displacement: Bfl-1 inhibitors, primary screen, biochemical, fluorescence polarization, FITC-Bid, mouse (AID 432). FITC-Bid BH3 peptide fluorescence polarization displacement; higher % means a stronger effect. 0.02% of 64,000 active. one-dose displacement, % at 20 µM; IC50 in µM for titrated hits. Bcl-2-related protein A1 (Mus musculus); in the data active means a potency from the dose series; inactive means the rest, 99 in 100 with displacement below about 15%; further: strong numbers were not always called active
MK_inhibit: S. pneumoniae MK inhibitors, primary screen, biochemical, PK/LDH-coupled NADH absorbance; inhibition, % at 10 µM; purified MK, PK/LDH-coupled NADH absorbance 340 nm; mevalonate kinase [Streptococcus pneumoniae D39]; AID 555, 2006; 0.48% of 65,000 active;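 active means ranked among the strongest by inhibition in the single 10 µM screen, a fixed top-ranked set picked for dose follow-up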; further: no value below 0 was filed
HPDE-C7_viability: cytotoxicity in HPDE-C7 cells, cell-based, fluorescence, HTS (AID 430) | 1.8% of 63,000 active | HPDE-C7 pancreatic duct cells viability, fluorescence; higher % means a stronger effect | cytotoxicity, % at 10 µM, or EC50 in µM where a hit was titrated;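 further: cells exposed to compound for 48 hours before viability readout; 0% = vehicle and 100% = reference cytotoxic drug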
KRASV12_cytotoxicity: cytotoxicity in KRAS-transformed pancreatic duct cells, primary screen, cell-based, fluorescence, HTS (AID 431); HPDE-C7K KRASV12 cells, Alamar Blue viability, 48 h; higher % means a stronger effect; 1.7% of 63,000 active; one-dose cytotoxicity, % at 10 µM; EC50 in µM for titrated hits;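 active means compounds whose percent cytotoxicity in the single-dose primary screen, scaled between solvent and toxic-drug controls, exceeds 50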;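 further: 0% = DMSO solvent wells and 100% = doxorubicin-treated wells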
LYP_phosphatase: LYP phosphatase inhibitors, primary screen, biochemical, DiFMUP fluorescence, recombinant catalytic domain, 10 µM (AID 606) | Tyrosine-protein phosphatase non-receptor type 22 (Homo sapiens) | recombinant LYP catalytic domain, DiFMUP fluorescence; higher % means a stronger effect | one-dose inhibition, % at 10 µM; IC50 in µM for titrated hits | 52,000 tested, under 10 active;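 active means IC50 under 40 µM in the dose-response test; inactive means IC50 of 40 µM or more, or never dose-tested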
Spn_DPM-DC_inh: S. pneumoniae DPM-DC inhibitors, primary screen, biochemical, PK/LDH-coupled NADH fluorescence; diphosphomevalonate decarboxylase (Streptococcus pneumoniae D39); calls only at 10 µM; 0.49% of 65,000 active; purified DPM-DC; AID 556, 2006;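 active means the 320 compounds with the highest percent inhibition in the single-dose primary screen, excluding strongly autofluorescent ones, cut at about 32% in these data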;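 further: kinetic rate of NADH fluorescence loss reporting ADP formed by the decarboxylase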
PMK_inhibit: S. pneumoniae PMK inhibitors, primary screen, biochemical, mevalonate pathway, pilot trial included; purified PMK, PK/LDH-coupled NADH absorbance 340 nm; inhibition, % at 10 µM; phosphomevalonate kinase (Streptococcus pneumoniae D39); 0.49% of 65,000 active;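 active means top-ranked compounds by inhibition in the single 10 µM screen, taking a fixed number of the strongest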;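 further: 0% = full reaction with DMSO carrier and 100% = background rate without enzyme reaction; no value below 0 was filed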
TNAP_inhibition: human TNAP enzyme inhibitors, biochemical, luminescent (AID 518) | Alkaline phosphatase, tissue-nonspecific isozyme (Homo sapiens) | purified TNAP enzyme, luminescent substrate readout; higher % means a stronger effect | one-dose inhibition, % at 20 µM; IC50 in µM for titrated hits | 0.09% of 64,000 active; in the data active means a potency from the dose series; inactive means the rest, 99 in 100 with inhibition below about 22%;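 further: plate controls were vehicle for no effect and reference inhibitor for full effect; many of its hits are not listed in these tables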
PMK_inhibit_pilot_replicates: recorded beside PMK_inhibit, whose call it bears; inhibition, %; measured here: pilot screen replicates
MK_inhibit_pilot_replicates: second read-out of MK_inhibit, no call of its own (marks repeat the call); inhibition, %; measured here: pilot screen replicates
Spn_DPM-DC_inh_pilot_screen_%: also measured in Spn_DPM-DC_inh; calls as there; inhibition, %; measured here: pilot screen trials
Numbers without * were called inactive; i = inactive; & = joins results of further samples. Unless noted, no stated cut-off is given here; in the data, active means cytotoxicity above about 50%; inactive means the rest.

SMILES HT1080_cytotoxicity Bfl-1_displacement MK_inhibit MK_inhibit_pilot_replicates HPDE-C7_viability KRASV12_cytotoxicity LYP_phosphatase Spn_DPM-DC_inh Spn_DPM-DC_inh_pilot_screen_% PMK_inhibit PMK_inhibit_pilot_replicates TNAP_inhibition
CC[C@@H]1C(=O)OC[C@@H]1Cc1cncn1C -6%&-7% -2%&-2% 6&3 2.0&0.0 -8%&-8% 8%&2% 24%&19% i 0.0&5.5 3&0 1.0&4.0 6%&6%

These rows are one share of the data; count on the stated rates, not on these rows.
